Screens from PubChem.
CHO-K1 Ca antag: nonselective inhibitor or artifact in parental CHO-K1 cells. ATP-induced calcium, Fluo-8 fluorescence. inhibition, % at 3 µM. actives 0.6% (n = 360,000). AID 602250;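 active = inhibition above a per-plate cutoff, the plate's mean sample inhibition plus 3 SD, cut at about 24% in these data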;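 note: 0% = DMSO plus EC80 ATP and 100% = DMSO alone without ATP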
M1 ag parental: counter-screen for M1 agonists: effect in parental CHO-K1 cells. Fluo-8 calcium fluorescence; scaled to maximal ATP response, vehicle zero. activation, % at 3 µM. actives 0.48% (n = 360,000); in the data active = activation above about 15%;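 note: untransfected CHO-K1 host cells lacking M1 receptor as counterscreen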
CHRM1 agonist: human M1 muscarinic receptor agonists, primary screen, Fluo-8 calcium fluorescence, CHO-K1 cells, HTS. AID 588814, 2011. activation, % at 3 µM. actives 0.33% (n = 360,000). Muscarinic acetylcholine receptor M1 (Homo sapiens), P11229. CHO-K1 hM1, agonist mode; 0% DMSO, 100% acetylcholine EC100;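 active = activation above the run's mean compound activation plus 3 SD, cut at about 16% in these data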;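 note: peak over basal fluorescence ratio within a 140 s kinetic read after compound addition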
Target sequence (P11229 whole entry, looked up): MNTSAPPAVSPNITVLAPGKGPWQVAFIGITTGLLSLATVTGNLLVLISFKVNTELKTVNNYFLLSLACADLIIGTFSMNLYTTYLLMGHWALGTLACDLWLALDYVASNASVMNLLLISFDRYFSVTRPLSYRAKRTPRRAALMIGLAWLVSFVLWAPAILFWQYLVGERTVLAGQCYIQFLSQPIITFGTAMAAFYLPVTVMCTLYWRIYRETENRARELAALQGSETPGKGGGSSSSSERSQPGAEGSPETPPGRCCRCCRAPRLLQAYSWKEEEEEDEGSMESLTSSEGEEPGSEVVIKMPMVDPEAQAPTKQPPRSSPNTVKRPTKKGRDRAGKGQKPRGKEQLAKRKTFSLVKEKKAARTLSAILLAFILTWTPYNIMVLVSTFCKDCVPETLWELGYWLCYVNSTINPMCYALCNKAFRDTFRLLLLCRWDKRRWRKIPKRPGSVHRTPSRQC
OXTR potentiate: human OXTR potentiators, primary screen, fluorescence, CHO-OTR cells, Fluo-8 calcium; Oxytocin receptor (Homo sapiens), P30559; Fluo-8 calcium fluorescence, potentiator mode; 0% = oxytocin EC15, 100% = EC100; activation, % at 3 µM; actives 0.061% (n = 320,000); AID 2445, 2010;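 active = activation above that plate's cutoff, the mean activation of tested compounds plus 3 SD, cut at about 6.6% in these data, passing the limit was not always enough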;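 note: 100% uses oxytocin at 75 nM as the full agonist control; some results filed as inactive read as strong as hits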
Target sequence (P30559 whole entry, looked up): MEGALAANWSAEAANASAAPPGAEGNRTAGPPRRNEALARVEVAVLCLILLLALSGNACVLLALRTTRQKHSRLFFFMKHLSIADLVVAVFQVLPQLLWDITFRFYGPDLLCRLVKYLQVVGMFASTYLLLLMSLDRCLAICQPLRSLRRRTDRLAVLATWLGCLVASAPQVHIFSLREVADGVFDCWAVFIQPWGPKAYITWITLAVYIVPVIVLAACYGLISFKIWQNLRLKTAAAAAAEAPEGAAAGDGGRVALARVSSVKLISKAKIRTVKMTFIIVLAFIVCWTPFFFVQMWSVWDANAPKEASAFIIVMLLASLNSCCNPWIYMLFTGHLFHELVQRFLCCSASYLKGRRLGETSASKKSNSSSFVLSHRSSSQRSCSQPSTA
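Material: CHO-OTR cells, human receptor; compound dosing: single dose, 3.0 µM nominal final compound concentration; schedule: 6 min compound pre-incubation at room temperature, 100 s kinetic read; measured by: kinetic Fluo-8 calcium fluorescence; read-out basis: % activation vs EC15 and EC100 oxytocin; controls: EC15 oxytocin alone as 0%, 75 nM oxytocin as 100%; replicates: singlicate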
V1R ag counter: agonists of human V1a receptor, primary screen, counter-screen for OXTR agonist project, fluorescence, CHO-V1R cells; Fluo-8 calcium fluorescence, agonist mode; 0% DMSO, 100% 3 nM vasopressin; Vasopressin V1a receptor (Homo sapiens), P37288; actives 0.25% (n = 320,000); activation, % at 3 µM;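 active = activation above the mean activation of all tested compounds plus 3 SD, per screening run, cut at about 20% in these data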;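 note: signal is peak over basal fluorescence ratio across a 100 second FLIPR read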
TAAR1 antagonist: human TAAR1 antagonists, primary screen, Fluo-8 calcium fluorescence, CHO RD-HGA16 cells | AID 624466, 2012 | Trace amine-associated receptor 1 (Homo sapiens), Q96RJ0 | inhibition, % at 3 µM | antagonist | actives 1.5% (n = 360,000);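 active = inhibition above a per-plate cutoff, the mean inhibition of test compounds on that plate plus 3 SD, cut at about 49% in these data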;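 note: 0% = DMSO plus EC80 beta-PEA response and 100% = DMSO alone without agonist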
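Assay system: CHO-derived RD-HGA16 cells stably expressing human TAAR1 plus Gα16. Timing: 140 s kinetic read after compound, 140 s after agonist. Technique: kinetic Fluo-8 calcium fluorescence measurement. Measure: % inhibition of agonist calcium response.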
CHO-K1 Ca PAM: nonselective calcium activators in parental CHO-K1 cells, primary screen, counter-screen for M1 PAM project, cell-based, Fluo-8 calcium fluorescence, full deck, 1536-well; AID 602247, 2012; ATP EC20; 0% at ATP EC20, 100% at ATP max; actives 0.02% (n = 360,000); activation, % at 3 µM;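 active = activation above the run cutoff, the mean activation of all test compounds plus 3 SD, cut at about 40% in these data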;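 note: peak over basal fluorescence ratio in a 140 s read after ATP addition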
CHO parental Ca: ATP-evoked calcium signal inhibitors, parental CHO, primary screen, counter-screen for OX1R antagonist project, cell-based, fluorescence, Fluo-8 calcium dye; parental CHO-K1, ATP-induced calcium, Fluo-8 fluorescence; AID 463079, 2010; inhibition, % at 5.6 µM; actives 0.63% (n = 330,000);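 active = inhibition above that plate's mean sample inhibition plus 3 SD, cut at about 26% in these data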;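 note: 0% = ATP-challenged DMSO wells and 100% = DMSO wells without ATP; some compounds past the cut are filed as inactive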
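Assay system: parental CHO cells; Read-out basis: percent inhibition of ATP-evoked calcium rise, normalized to controls; Benchmarks: ATP and no-ATP DMSO wells; Compound dosing: single nominal dose of 5.6 µM per compound; Signal: Fluo-8 calcium dye fluorescence; Also added: ATP as calcium-mobilizing challenge; Repeats: singlicate.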
TAAR1 ag: human TAAR1 agonists, primary screen, Fluo-8 calcium fluorescence, CHO RD-HGA16 cells. actives 0.99% (n = 360,000). activation, % at 3 µM. Trace amine-associated receptor 1 (Homo sapiens), Q96RJ0. vehicle wells 0%, saturating PEA agonist 100%;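 active = activation above the mean activation of all test compounds in the run plus 3 SD, cut at about 38% in these data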
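Test system: RD-HGA16 (CHO) cells co-expressing Gα16 and hTAAR1 / Benchmarks: DMSO vehicle as 0%, PEA at EC100 as 100% / Repeats: no replicates (n 1) / Measure: % activation from peak over basal fluorescence ratio, DMSO-to-PEA scaled / Timing: 17-24 h plating, Fluo-8 75 min 37 °C, 30 min RT / Technique: kinetic Fluo-8 calcium fluorescence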
* = called active by the depositor; / = no result given.

compound	CHO parental Ca	CHO-K1 Ca PAM	M1 ag parental	CHO-K1 Ca antag	CHRM1 agonist	TAAR1 antagonist	V1R ag counter	TAAR1 ag	OXTR potentiate
COc1cc(C(=O)NCc2nnc(SCC(=O)NCCc3ccccc3)o2)cc(OC)c1OC	-1	-1	-0.3	-12	-1	-32	0.6	16	-6
CCN(C(=O)c1ccc(NC(C)=O)cc1)c1ccccc1C	-16	2	4.0	-4	-3	7	2.6	8	-4
Cc1cccc(C)c1NC(=O)Cn1c(=O)c2cccn2c2ccccc21	-9	-2	-0.2	-7	-3	-4	0.2	1	-11
COCC(=O)N(C)C1(c2nnnn2CCOC(=O)Nc2ccc(Cl)cc2)CCCCC1	-11	-2	0.1	9	-7	-2	-0.5	1	-9
COC(=O)c1nc2nc(C)cc(C(F)(F)F)n2n1	1	16	-0.1	-4	-1	1	0.5	9	-17
O=C(CCCNC(=O)/C(=C/c1ccc(Br)cc1)NC(=O)c1ccccc1)OCc1ccccc1	-21	2	1.5	-3	-5	19	0.2	6	-9
CC(=O)N1CCc2c(sc(NC(=O)C3COc4ccccc4O3)c2C(N)=O)C1 (centres undefined)	-1	10	3.0	-5	-3	22	1.3	7	-7
CCN(CC)CCN(Cc1cc2cc3c(cc2[nH]c1=O)OCO3)C(=S)NCCCOC	-8	27	0.5	0	-7	0	0.7	0	4
CC(C)(C)OC(=O)C[C@@H]1C/C=C\C[C@H](CC(=O)N[C@H](CO)Cc2ccccc2)C(=O)N[C@@H](Cc2ccccc2)COC1=O	-31	-8	3.2	-15	0	59*	-0.6	17	-4
CC1(C)Cc2c(C#N)c(SCC(=O)c3ccccc3)nc(N3CCOCC3)c2CO1	-28	-6	0.1	6	1	-22	-0.5	7	-7
Cc1ccccc1-n1nc2c(c1NC(=O)c1cc3ccccc3oc1=O)CS(=O)C2 (centres undefined)	-14	19	2.6	-4	-2	/	0.3	/	-2
CCC1Oc2ccccc2N(CC(=O)Nc2ccccc2OC)C1=O (centres undefined)	-18	-9	1.7	24*	-5	4	-0.1	14	-1
CC(=O)c1ccc(OCCCC(=O)Nc2cccc(S(=O)(=O)N3CCOCC3)c2)cc1	-4	25	3.0	-17	0	14	4.5	5	0
CC(=O)NC1(C(F)(F)F)N=C2SCCN2C1=O (centres undefined)	-6	0	-0.4	-2	-4	0	1.1	6	-8
CCOc1ccc([C@@H]2CC=C(C(=O)O)[C@H](c3cccc(Cl)c3)N2S(=O)(=O)c2ccc(C)cc2)cc1	4	12	-0.3	-11	-8	16	-0.7	1	-17
COc1ccc(CNC(=O)CCC(=O)c2ccc(F)cc2)cc1OC	-7	19	1.2	-20	-2	-9	1.6	1	-4
O=C(O)c1ccc(CN2C(=O)c3ccc(Oc4ccc([N+](=O)[O-])cc4)cc3C2=O)cc1	-2	-13	0.3	15	-2	4	2.7	2	-16
O=Cc1cn[nH]c1-c1ccccc1	23	11	1.9	-11	-2	6	1.0	1	3
Cc1nc(N2CCC(C)CC2)c2oc3ccccc3c2n1	-6	3	-0.2	2	-4	-21	-0.8	12	-5
Nc1ccc(N=Nc2ccc(N)cc2)cc1	12	16	0.2	-8	-1	9	-1.2	-1	-10
C[C@H](CO)N1C[C@H](C)[C@@H](CN(C)S(=O)(=O)c2ccccc2)Oc2c(NC(=O)Nc3ccc(C(F)(F)F)cc3)cccc2C1=O	-12	7	1.2	-9	-13	20	5.5	7	-3
CN(C(=O)COC(=O)c1ccc(Cl)cc1N)C1CCS(=O)(=O)C1 (centres undefined)	-12	16	0.1	-3	-4	-3	0.8	1	1
COc1cccc(/C=N/Nc2ccc(S(=O)(=O)Nc3ccccc3C(=O)O)cc2[N+](=O)[O-])c1O	/	24	-0.2	-19	-5	8	/	-2	/
CN1CCN(c2nc3ccccc3nc2NS(=O)(=O)c2ccc(Br)cc2)CC1	-20	0	0.5	-11	-1	3	0.2	0	-5
CC(C)(Oc1ccc(CCNC(=O)c2ccc(-c3ccccc3)o2)cc1)C(=O)O	2	7	0.1	2	-6	1	0.8	1	-6
Cc1cc(-c2ccccc2)nc2c(Br)c(C(=O)O)nn12	2	-8	0.1	-1	-5	/	-0.3	/	-2
COc1cccc(C(=O)OCC(=O)Nc2cc(C)on2)c1OC	-7	-11	0.3	-8	0	-20	1.8	1	-5
COc1cc(OC)c2ccc(=O)oc2c1C(CCN1CCOCC1)c1ccc2c(c1)OCO2 (centres undefined)	-19	19	0.8	-3	-4	-25	/	4	/
CCOC(=O)N1CCC(N2Cc3cccc(C(=O)NCc4ccc5c(c4)OCO5)c3C2=O)CC1	-4	12	2.4	-14	-4	4	-0.6	3	2
CC(C)N(Cc1nnc(-c2ccc(Cl)cc2)o1)C(=O)c1cc2ccccc2o1	-25	1	0.4	-7	-6	-15	0.6	1	0
COc1ccc(C2(CN(C(C)=O)C(C)=O)CCCC2)cc1OC	-7	24	0.5	-10	-3	-1	0.3	11	-5
Cc1cc(C(=O)NC2CCCC(C)C2C)c2ccccc2n1 (centres undefined)	-32	6	0.6	-14	-7	-20	-0.2	0	1

Laid out differently: 2 of the compounds above
Under each structure – CHO parental Ca, CHO-K1 Ca PAM, M1 ag parental, CHO-K1 Ca antag, CHRM1 agonist, TAAR1 antagonist, V1R ag counter, TAAR1 ag, OXTR potentiate
CCOC(=O)N1CCC(N2Cc3cccc(C(=O)NCc4ccc5c(c4)OCO5)c3C2=O)CC1
 : -4, 12, 2.4, -14, -4, 4, -0.6, 3, 2
CN(C(=O)COC(=O)c1ccc(Cl)cc1N)C1CCS(=O)(=O)C1 (centres undefined)
 : -12, 16, 0.1, -3, -4, -3, 0.8, 1, 1

Additional structures:
compound	CHO parental Ca	CHO-K1 Ca PAM	M1 ag parental	CHO-K1 Ca antag	CHRM1 agonist	TAAR1 antagonist	V1R ag counter	TAAR1 ag	OXTR potentiate
CCCCn1nnnc1C(c1ccccc1)N1CCN(c2ccc(C)cc2)CC1 (centres undefined)	/	-11	0.4	-3	/	-1	/	1	/
COc1cc(-c2noc(C)c2C(=O)NCC[C@@H]2CCCN2C)cc(OC)c1OC	-8	-1	0.1	-12	-10	-6	4.6	1	-1
Cn1ncc([N+](=O)[O-])c1C(=O)Nc1ccc(-c2ccccc2)cc1	-1	1	0.2	6	-6	-9	-0.8	4	-13
O=S1(=O)N=C(N(CCO)/N=C/c2ccc(Br)cc2)c2ccccc21	-14	5	0.9	6	-1	-2	0.9	2	-1
COc1ccc(C2=COc3ccccc3C(=O)N2)cc1	-1	9	2.7	-12	-2	-3	-0.5	1	-13
Cc1cc(C)cc(OCc2nnc(SCC(=O)N3CCN(c4ccccc4)CC3)o2)c1	-2	1	0.2	-2	-4	-19	2.5	-2	-4
COc1ccc(C2=Nc3ccc(Br)cc3C(c3ccccc3)N2CC(=O)NN)cc1 (centres undefined)	-31	15	0.4	-7	-8	-11	2.4	0	0
CN(C)CCN(C(=O)c1ccc2c(c1)CCCC2)c1nc2cc3c(cc2s1)OCCO3	-11	-2	0.5	-11	-3	-31	0.1	8	-9
COc1ccc(N2CCOCC2)c(NC(=O)c2cccnc2)c1	-3	-3	0.9	-1	0	-22	-1.5	0	-11
Cc1cc(C)cc(NC(=O)C2CCN(S(=O)(=O)c3c(C)n[nH]c3C)CC2)c1	-5	18	-0.3	-14	-4	-11	0.7	2	-6
Cc1ccc(C(c2cc(Br)ccc2O)N2CCSCC2)cc1 (centres undefined)	-16	0	0.3	-9	-4	2	0.8	10	4
CCCn1nnc(NC(=O)c2ccc(-c3cccc(Cl)c3)o2)n1	-22	-15	1.8	-13	-1	10	1.9	24	-7
CCCN1C2CCCC1CC(NC(=O)Nc1cccc(C(C)=O)c1)C2 (centres undefined)	-4	-6	-0.1	14	-5	-8	1.1	3	-1
CNC(=O)c1ccc(Nc2nc(-c3ccccc3)nc3ccccc23)cc1	-4	0	6.2	4	-2	44	1.3	10	-6
COC(=O)[C@H](CCSC)NC(=O)Nc1ccc(C)cc1C	-5	-3	0.4	15	-6	-3	-0.5	8	1
CC(C)OC(=O)CSc1nc2ccccc2s1	-8	13	0.5	1	-5	-13	-0.6	19	0
CC(C)C[C@H](NC(=O)C1CC(=O)N(c2ccc3c(c2)OCO3)C1)C(=O)NC1CCCCC1 (some centres undefined)	-14	7	-0.1	-12	-4	-18	0.2	-1	-4
COc1ccc(-c2noc(CN3CCC(Cc4ccccc4)CC3)n2)cc1	-13	24	3.0	-13	-5	/	0.7	/	1
CCOc1cc(N2CCOCC2)c(OCC)cc1NC(=O)c1ccc(OCc2c(C)noc2C)c(OC)c1	-4	5	2.6	2	-4	31	2.5	8	-9
CN1CCC(N(C)C(=O)c2cccc(S(=O)(=O)N3CCOCC3)c2)CC1	-8	2	0.1	-6	-2	-2	0.7	8	0
C=CCn1c(SCCOc2ccc(OC)cc2)nnc1C(C)NC(=O)c1ccc(OC)cc1 (centres undefined)	-2	27	-0.1	-11	-3	-3	-0.3	6	-6
Cc1ccc(Nc2nnc(SCC(=O)c3c(N)n(C4CC4)c(=O)[nH]c3=O)s2)cc1C	-22	-6	0.4	-4	-5	14	0.0	17	-7
CCC(OC(=O)CN1C(=O)c2ccccc2C1=O)C(=O)NC1CCCC1 (centres undefined)	-18	10	1.1	-13	-3	9	1.9	-3	-9
CS(=O)(=O)N1CCN(C2C3CC4CC(C3)CC2C4)CC1 (centres undefined)	-1	-15	0.1	6	-6	20	0.3	3	-10
CNc1c([N+](=O)[O-])cnn1-c1ccccc1Cl	-4	11	0.6	-12	-5	0	0.6	1	0
COc1cc(C(=S)N2CCN(c3ccccc3Cl)CC2)cc(O)c1O	0	15	4.1	-16	-5	11	2.6	7	-8
